Assay outcomes deposited in PubChem BioAssay by National Center for Advancing Translational Sciences (NCATS).
Integrin act MD – integrin-mediated muscular dystrophy alleviation activation; Potency, µM (doses to about 38.3 µM), inactives show top-dose activation, actives largely listed as activators; actives 0.064% (n = 350,000); AID 624291; alpha7betagal myoblasts, beta-gal FDG fluorescence, 48 h;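 further: potency means the concentration at half of the fitted maximal effect; 100% = response of the positive control SU9516; nearly all actives have a fitted effect of over 60% in size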
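alpha7betagal+/- myoblasts (passage 13, 250/well) treated 48 h at 37C with compounds at 1:260 dilution of DMSO stock. Lysed, then beta-galactosidase activity read as FDG fluorescence (ex 480/em 540) after 30 min, with pre-read for autofluorescence.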
AT treatment – candidate therapy for ataxia-telangiectasia; Potency, µM (series often up to 57.5 µM), inactives show top-dose activation, usual class: activators; […] A-T fibroblasts, KAP-1 phosphorylation AlphaLISA; neocarzinostatin DNA damage 30 min before lysis; AID 485349; actives 0.19% (n = 320,000); further: potency means the concentration at half of the fitted maximal effect; % of control where 0% means no effect; nearly all actives have a fitted effect of over 45% in size
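ATM-like activity read as KAP-1 phosphorylation via AlphaLISA donor/acceptor antibody pairs after lysis and 6 hr at 25C. Cells were ATM-null patient fibroblasts ([…], hTERT), dosed 60 min, then exposed to the DSB inducer NCS for 30 min.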
Menin MLL FP TR – menin-MLL binding inhibition, Texas Red mutant peptide | O00255 | Menin + Texas Red MLL mutant peptide, fluorescence polarization | Potency, µM (doses to about 61.6 µM), for the others: top-dose FP activity change, negative = inhibition, actives largely listed as inhibitors | actives 0.23% (n = 270,000) | AID 1768; active means well fitted inhibition curve with a large enough effect in the polarisation, with a control signal flat, not every such curve was filed as active; inconclusive means small, poorly fitted or top-dose-only effect, or effect the other way, or a change in a side signal; inactive means no such curve, though single readings can be large or run the other way; the % refers to the polarisation; further: potency means the concentration at half of the fitted maximal effect; % of control where 0% means no effect; many of its hits are not listed in these tables
Target sequence (O00255 whole entry, looked up): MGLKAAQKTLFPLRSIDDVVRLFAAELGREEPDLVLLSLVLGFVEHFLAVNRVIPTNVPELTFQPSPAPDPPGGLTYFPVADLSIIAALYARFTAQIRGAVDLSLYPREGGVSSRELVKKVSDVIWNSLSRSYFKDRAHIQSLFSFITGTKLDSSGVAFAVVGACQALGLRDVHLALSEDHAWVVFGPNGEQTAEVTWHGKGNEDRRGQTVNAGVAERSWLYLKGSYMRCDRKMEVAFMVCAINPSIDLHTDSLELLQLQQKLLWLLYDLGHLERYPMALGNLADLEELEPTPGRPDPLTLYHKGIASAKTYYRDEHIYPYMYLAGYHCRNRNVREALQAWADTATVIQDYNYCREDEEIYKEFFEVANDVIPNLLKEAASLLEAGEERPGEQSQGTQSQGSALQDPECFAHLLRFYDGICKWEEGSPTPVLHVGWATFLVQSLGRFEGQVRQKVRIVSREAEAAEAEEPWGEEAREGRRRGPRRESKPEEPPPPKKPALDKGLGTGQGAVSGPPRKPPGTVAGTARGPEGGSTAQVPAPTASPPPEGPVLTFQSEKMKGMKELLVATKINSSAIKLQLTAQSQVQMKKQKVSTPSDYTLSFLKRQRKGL
PTAP TSG101 blk – blocks PTAP/TSG101 interaction to inhibit HIV-1 budding; Q99816; 340,000 tested, under 10 active; Fluorescence polarization, FITC-PTAP peptide / Tsg101 binding; Potency, µM (series often up to 115 µM), for the others: at the top dose activity change, negative = inhibition, most hits filed as inhibitors; AID 493005; active means well fitted inhibition curve with a large enough effect in the main read-out, with a control signal flat, not every such curve was filed as active; inconclusive means small, poorly fitted or top-dose-only effect, or effect the other way, or a change in a side signal; inactive means no such curve, though single readings can be large or run the other way; further: potency means the concentration at half of the fitted maximal effect; % of control where 0% means no effect
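Fluorescence anisotropy tracks displacement of a FITC-tagged PTAP peptide (50 nM) from the Tsg101 binding domain (10 uM), following a 20 min room-temperature incubation at pH 7.5.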
MLL CXXC-DNA inh – inhibitors of human MLL CXXC domain-DNA interaction. Q03164. MLL-CXXC / FITC-HOXA9 DNA fluorescence polarization. Potency, µM (doses to about 115 µM), inactives show at the highest dose activity change, negative = inhibition, most hits filed as inhibitors. actives 0.037% (n = 290,000); active means well fitted inhibition curve with a large enough effect in the polarisation, with a control signal flat, not every such curve was filed as active; inconclusive means small, poorly fitted or top-dose-only effect, or effect the other way, or a change in a side signal; inactive means no such curve, though single readings can be large or run the other way; the % refers to the polarisation; further: potency means the concentration at half of the fitted maximal effect
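Steps: dispense CXXC domain solution (7 uM) → pin compounds or unlabeled HOX-A9 DNA control → 5 min ambient → add FLSN-HOX-A9 solution (50 nM) → spin → 30 min ambient → fluorescence polarization. Tris pH 7.5/NaCl/DTT/BSA buffer.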
Mito fusion act – inhibitors of mitochondrial division or activators of mitochondrial fusion; Potency, µM (highest dose often 46.1 µM), without a hit: at the highest dose growth rescue (activation), actives largely listed as activators; actives 0.23% (n = 320,000); AID 485298; S. cerevisiae fusion-defective mutant growth rescue, CellTiterGlo 48 h;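 further: potency means the concentration at half of the fitted maximal effect; % of control where 0% means no effect; nearly all actives have a fitted effect of over 45% in size; temperature-sensitive fusion mutants such as fzo1-1 at 37 °C on non-fermentable ethanol glycerol medium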
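Read-out: ATP-based luminescence (CellTiterGlo, 10 min ambient) reporting growth of fusion-defective ts yeast after 48 hours at 37C on glycerol/ethanol YPEG medium in the presence of compound.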
ASM inhibitor – blocks human secretory acid sphingomyelinase. P17405. placental ASM, HMU-PC fluorogenic substrate, 60 min. Potency, µM (series often up to 57.5 µM), without a hit: at the highest dose activity change, negative = inhibition, usual class: inhibitors. actives 0.006% (n = 340,000). AID 504937; further: potency means the concentration at half of the fitted maximal effect
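qHTS format. ASM enzyme prepared from human placenta hydrolyses the fluorogenic substrate HMU-PC0 (9 uM final) over 60 min at 37 °C after a 10 min compound preincubation.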
TSHR antagonist – antagonists of human thyroid stimulating hormone receptor. P16473. TSHR-expressing cells, TSH-stimulated cAMP HTRF, 2 h; stronger effect = lower value. activity change, negative = inhibition, % at 11.5 µM. actives 0.2% (n = 330,000). AID 504810;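 active means activity change below a set negative limit, meaning inhibition stronger than a set level, cut at about -70% in these data; inconclusive means activity change between two set negative limits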; further: on the % scale 0 is the no-effect control and ±100 the full control effect
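Competitive HTRF cAMP read-out (cryptate anti-cAMP antibody, cAMP-d2; 30 min, room temperature) in freshly harvested TSHR cells. Compounds added before TSH at EC80 (4nM final), followed by 2 hours' incubation at 37 deg C.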
MBNL1 CUG block – MBNL1-poly(CUG) RNA binding inhibition. Q9NR56. TR-FRET MBNL1-His/biotin-(CUG)12 binding, 665/545 ratio. Potency, µM (series often up to 57.5 µM), without a hit: top-dose activity change, negative = inhibition, most hits filed as inhibitors. actives 0.036% (n = 280,000); active means well fitted inhibition curve with a large enough effect in the signal ratio, with a control signal flat, not every such curve was filed as active; inconclusive means small, poorly fitted or top-dose-only effect, or effect the other way, or a change in a side signal; inactive means no such curve, though single readings can be large or run the other way; the % refers to the signal ratio; further: potency means the concentration at half of the fitted maximal effect; on the % scale 0 is the no-effect control and ±100 the full control effect
Target sequence (Q9NR56 whole entry, looked up): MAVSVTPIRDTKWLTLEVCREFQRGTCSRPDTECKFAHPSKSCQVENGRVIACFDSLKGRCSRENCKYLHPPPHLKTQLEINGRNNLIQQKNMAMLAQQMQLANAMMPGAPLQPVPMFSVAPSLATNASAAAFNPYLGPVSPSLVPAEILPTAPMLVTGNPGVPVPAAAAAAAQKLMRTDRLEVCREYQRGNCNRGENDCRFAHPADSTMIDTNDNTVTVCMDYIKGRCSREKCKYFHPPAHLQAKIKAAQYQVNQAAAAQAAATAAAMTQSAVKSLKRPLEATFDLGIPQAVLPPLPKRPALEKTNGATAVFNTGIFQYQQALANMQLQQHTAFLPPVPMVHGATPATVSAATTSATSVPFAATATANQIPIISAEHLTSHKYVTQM
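TR-FRET readout: Ex 340 nm, 665/545 nm emission ratio, normalized to buffer-only (basal) and MBNL1-(CUG)12 controls. Complex of MBNL1-His with Biotin-(CUG)12, compounds 92 nM–58 uM, incubated 60 min at room temperature.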
TCR act – activates T cell receptor signaling; primary human leukocytes, anti-CD3, IL-2 HTRF, 48 h; Potency, µM (series often up to 9.22 µM), inactives show at the top dose activation of IL-2 secretion, hits mostly activators; 330,000 tested, under 10 active; AID 504894; further: % of control where 0% means no effect
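TCR engagement came from a-CD3 beads alone, with compounds added to primary human leukocytes for 48 hr. Secreted IL-2 bridged europium cryptate- and d2-labelled anti-IL-2 antibodies, giving FRET emission at 665nm after 320nm excitation.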
Starred values were filed as active, the others as inactive; ? = inconclusive; · = not tested or not shown; [ ] = another dose, or the depositor's remark. Unless noted, the call rests on the fitted dose curve; in most records, active means well fitted curve in the direction sought with a large enough effect; inconclusive means small, poorly fitted or top-dose-only effect, or another doubt; inactive means no such curve, though single readings can be large; an effect the other way counts as inactive or inconclusive. These rows are one share of the data, so the mix of outcomes need not match the whole.

Order of results – Integrin act MD	AT treatment	Menin MLL FP TR	PTAP TSG101 blk	MLL CXXC-DNA inh	Mito fusion act	ASM inhibitor	TSHR antagonist	MBNL1 CUG block	TCR act
Cc1ccc(C(=O)Nc2cc3c(cc2Cl)OCCCO3)cc1
    9%	6%	-4%	-1%	-7%	2%	-1%	-10	-9%	-2%
S=c1[nH]nc(-c2ccc3ccccc3n2)n1-c1cc(Cl)cc(Cl)c1
    0%	-17%	?	0%	0%	27%	-3%	33	?	11%[46.1 µM]
COc1ccc(/C=C/CN2CCC(CO)(Cc3ccccc3Cl)CC2)cc1
    -19%	-2%	22%	-1%	-19%	11%	-6%	23	-14%	-3%
COc1ccc(OCc2nnc(SCC(=O)NCc3ccco3)o2)cc1
    5%	6%	-1%	-4%	2%	0%	1%	-6	4%	·
Cc1ccc(NC(=O)CSc2nc(O)cc(=O)n2-c2ccc(C)cc2)cc1
    -28%	10%	·	-1%	19%	13%	1%	-43	-7%	11%
COc1ccccc1C(=O)N(CCN(C)C)c1nc2cc(C)cc(C)c2s1
    -43%	4%	?	-2%	9%	-14%	0%	7	1%	-7%
CC(C)C(=O)N=C1NC(=O)CS1
    4%	0%	2%	-1%	-2%	9%	3%	-5	12%[11.5 µM]	1%[46.1 µM]
CCCCCCCSc1nnc(-c2ccccc2N)c(=O)[nH]1
    ?	-6%	8%	-1%	-3%	-5%	-9%	7	-4%	2%
COC(=O)C1NN=C(C(=O)c2ccc(Br)cc2)C1c1cccc(Br)c1 (stereo not drawn)
    6%	2%	2%	-9%	-6%	?	-26%	-4	-2%[11.5 µM]	-1%[46.1 µM]
Clc1ccc(-c2nnc(-c3ccccc3)nc2N2CCSCC2)cc1
    -47%	0%	2%	0%	15%	11%	-13%	14	12%	2%
COc1ccc(C(c2nnnn2CC2CCCO2)N2CCN(c3ccccc3)CC2)cc1 (stereo not drawn)
    17%	4%	-18%	-1%	0%	3%	0%	14	-10%	1%
Cc1cccc(C)c1NC(=O)c1ccc(OCc2c(C)noc2C)cc1
    9%	2%	·	-5%	·	·	1%	·	·	·
O=C(c1ccccc1F)N1CCN(c2ccccc2)CC1
    43%[7.66 µM]	-1%	-13%	0%	-3%	-1%	7%	-1	5%	4%
Cc1ccc(NC(=O)C(=O)NCCN2CCN(S(C)(=O)=O)CC2)cc1C
    -12%	3%	-8%	-6%	-4%	5%	-2%	-7	-8%	1%
Cc1nc(NC(=O)/C=C/c2ccccc2)sc1C(=O)Nc1ccccc1Cl
    7%	5%	56%[activator]	-8%	37%[activator]	1%	2%	-6	-4%	5%
Cc1ccc2c(C)c(C(=O)NCC(C)(C)N3CCOCC3)oc2c1C
    -6%	-4%	?	-1%	2%	-1%	3%	-2	1%	0%
CC(C)(C)NS(=O)(=O)c1ccc(NC(=O)C2CCCO2)cc1 (stereo not drawn)
    -21%	5%	12%	-1%	-13%	4%	-1%	20	4%	-1%
CC1=NN(c2ccccc2)C(=O)/C1=C/c1cccc(C)c1
    9%	2%	?	1%	?	-1%	-6%	1	-20%	5%
O=C(Nc1ccc(Cl)cn1)Nc1cccs1
    21%	·	?	-4%	-9%	10%	-2%	-5	-1%	-4%
Oc1ccc2n[nH]nc2c1
    -1%	10%	-6%	-5%	10%	-6%	3%	6	-9%	1%
Cc1nn(CC(=O)Nc2ccc3c(c2)OCO3)c(C)c1Cl
    7%	14%	·	5%	2%	-3%	2%	2	-8%	3%
O=C(Cn1cc([N+](=O)[O-])cn1)N1CCCc2ccccc21
    0%	0%	8%	-1%	2%	4%	8%	3	11%	-4%
COc1ccc(N2CCN(C(=O)c3ccc(C(C)(C)C)cc3)CC2)cc1
    -40%	4%	-20%	-1%	-14%	3%	-14%	1	-12%	0%
Cc1cccc(NC(=O)COc2cccc3c2CCN(C)C3=O)c1C
    5%	3%	-10%	-3%	-4%	-6%	-1%	3	·	-28%
Cc1cc(NC(=O)C2CC(c3ccccc3Cl)=NO2)no1 (stereo not drawn)
    -26%	2%	10%	-4%	9%	-1%	4%	2	-2%	-1%
N#Cc1c(NC(=O)CSc2n[nH]c(N)n2)oc(-c2ccccc2)c1-c1ccccc1
    9%	-4%	2%	-6%	11%	-12%	-11%	-10	3%	1%
CN1CCCN(S(=O)(=O)c2ccccc2)c2nc3ccccc3nc21
    14%	13%	·	1%	·	11%	151%[activator]	·	·	-8%
Cc1cc(C)c(C)c(S(=O)(=O)N2CCN(CC(=O)NC(=O)NCc3ccccc3)CC2)c1C
    14%	-1%	?	-1%	-20%	-2%	-4%	12	-2%	2%
O=C(COc1ncnc2scc(-c3ccc(Cl)cc3)c12)NCc1ccco1
    -12%	·	0%	-4%	-7%	9%	-2%	-3	7%	4%
CN(CC(=O)NCCN1CCN(Cc2ccccc2)CC1)S(=O)(=O)c1cccc2nsnc12
    -1%	2%	11%	-1%	3%	1%	3%	4	?	1%
O=C(COC(=O)CCN=C1NS(=O)(=O)c2ccccc21)NNC(=O)c1ccc(Cl)cc1
    -46%[inhibitor]	1%	·	0%	·	-4%	-3%	5	·	·
CCOc1ccccc1NC(=O)c1ccccc1-c1nc(-c2ccccc2)no1
    -2%	?	7%	-2%	2%	11%	-10%	11	-8%	-2%
C=CCN(CC=C)C(=O)COC(=O)c1ccc(Sc2ncn[nH]2)c([N+](=O)[O-])c1
    -32%	-5%	-7%	-1%	?	-2%	3%	6	?	4%
CCc1cc2c(SC(C)C(=O)NC3CCCC3)ncnc2s1 (stereo not drawn)
    -14%	5%	·	0%	·	·	63%	-6	·	-1%
CCO[C@H]1OC(C(=O)O)=C[C@@H](c2ccc3c(c2)OCO3)[C@@H]1CCCO
    -6%	4%	-18%	-1%	-5%	-2%	-2%	3	-7%	-4%
Cc1cc(=O)oc2c3c(cc(OCC(=O)NCCC(=O)N[C@@H](C)C(=O)O)c12)OC(C)(C)CC3
    3%	8%	7%	3%	-16%	4%	45%[activator]	8	10%	-14%
COc1ccc(C)cc1NC(=O)C1CCCN1S(=O)(=O)c1ccc2c(c1)CCC(=O)N2 (stereo not drawn)
    9%	23%	3%	-3%	0%	-2%	-5%	5	5%	-2%
CC1CCN(C(=O)CN2C(=O)c3cccc4cccc(c34)C2=O)CC1
    -3%	1%	-6%	-1%	12%	-3%	0%	3	·	·
Cc1ccc(OCc2nnc(SCC(=O)c3ccccc3)n2-c2ccccc2)cc1
    ?	2%	-5%	-2%	-2%	?	10%	3	?	-5%[46.1 µM]
COCCn1c(=O)c2ccccc2c2ccccc2c1=O
    0%	4%	0%	-1%	-3%	-10%	-2%	16	-8%	·
Cc1c(C(=O)c2ccccc2C(=O)O)sc2ccccc12
    9%	8%	0%	-3%	4%	12%	-4%	-10	89%[activator]	-3%
COc1cccc(CNC(=O)C2CCC(=O)N(CCc3cccc(F)c3)C2)c1 (stereo not drawn)
    17%	8%	·	-2%	-10%	-3%	-2%	8	-1%	-2%
O=C(N1CCN(Cc2ccc3c(c2)OCO3)CC1)C12CC3CC(CC(C3)C1)C2
    ?	2%	?	-10%	-9%	11%	-1%	-6	16%	-4%
Oc1ccc(Br)cc1-c1ccnn1-c1ccccc1
    -13%	-21%	26%	-7%	0%	9%	-4%	-2	3%	5%
CC(C)C(C(=O)N1CCN(C(=O)OC(C)(C)C)CC1)n1cc(-c2cn([C@@H](C)C(=O)N3CCN(C(=O)OC(C)(C)C)CC3)nn2)nn1 (stereo partly drawn)
    ·	-19%	·	·	3%	-3%	·	4	-9%	·
CC1CCCC(NC(=O)COC(=O)CCc2ccccc2)C1C (stereo not drawn)
    ?	7%	12%	-6%	-3%	3%	10%	-1	·	2%
